HttQ103 aggreg: qHTS Multiplex Assay to Identify Dual Action Probes in a Cell Model of Huntington: Aggregate Formation (GFP) | PC12 HttQ103-GFP aggregates, Acumen cytometry, 40 h | Potency, µM (series often up to 46.1 µM), for inactives: at the highest dose activity change, negative = inhibition, most hits filed as inhibitors | 220,000 compounds, 1.1% hits; further: on the % scale 0 is the no-effect control and ±100 the full control effect; nearly all actives have a fitted effect of over 60% in size
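Aggregate formation scored by laser-scanning cytometer (488 excitation, 500–530 emission) in lysed PC12 cells expressing Q103-GFP after 100 nM tebufenozide induction; library tested in dose series, with ATPLite reagent added in the multiplex.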
GAA inhib: qHTS Assay for Inhibitors of Human alpha-Glucosidase as a Potential Chaperone Treatment of Pompe Disease. Lysosomal alpha-glucosidase (Homo sapiens), P10253. purified human GAA, 4-MU-alpha-glucoside fluorescence. Potency, µM (series often up to 76.9 µM), without a hit: at the top dose activity change, negative = inhibition, most hits filed as inhibitors. 200,000 compounds, 0.005% hits;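 further: plate controls were uninhibited enzyme wells for no effect and no-enzyme background for full effect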
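Activity normalized between no-enzyme (basal) and enzyme-only wells. Conditions: 4 nM human enzyme, 400 uM fluorogenic substrate, citrate/phosphate pH 5.0 with Tween-20, 20 min room temperature, compounds up to 77 uM.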
aGlu spleen mod: qHTS Assay for Inhibitors and Activators of Human alpha-Glucosidase From Spleen Homogenate; Lysosomal alpha-glucosidase (Homo sapiens), P10253; human spleen homogenate, 4-MU-alpha-glucoside fluorescence; Potency, µM (series often up to 79.9 µM), without a hit: at the highest dose activity change, negative = inhibition, most hits filed as inhibitors; 240,000 compounds, 0.006% hits;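 further: 0% = enzyme with vehicle and -100% = no enzyme basal signal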
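Human spleen homogenate (1 ug) incubated with compounds and 1 mM 4-methylumbelliferyl-alpha-D-glucopyranoside in pH 5.0 citrate/phosphate buffer, 37 C, 40 min. Stopped at pH 10; 4-MU fluorescence (Ex 365/Em 440 nm); AC50 by Hill fit.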
GAA glycogen: qHTS Assay for Inhibitors and Activators of Human alpha-Glucosidase Cleavage of Glycogen | 300,000 compounds, 0.38% hits | recombinant GAA, glycogen substrate, Amplex Red glucose oxidase fluorescence | Potency, µM (top dose mostly 76.4 µM), for the others: at the top dose activity change, negative = inhibition, most hits filed as inhibitors | Lysosomal alpha-glucosidase (Homo sapiens), P10253;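 further: 0% = full enzyme reaction and -100% = no-enzyme basal signal; the screen sought inhibitors and activators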
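Natural-substrate format: glycogen cleavage by 4 nM human enzyme, glucose read by Amplex Red coupling (Ex 573, Em 610 nm). Normalized to enzyme and no-enzyme controls.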
IMPase Li cell: qHTS Assay for Identifying the Cell-Membrane Permeable IMPase Inhibitors: Potentiation with Lithium. CHO-M1 cells, IP1 TR-FRET (IP-One), carbachol + lithium. Potency, µM (top dose mostly 59.4 µM), for inactives: at the highest dose activity, negative = IMPase inhibition, usual class: inhibitors. 210,000 compounds, 0.35% hits. AID 1457, 2008;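 further: IP1 builds up when IMPase is blocked and the TR-FRET signal falls; plate controls were basal vehicle for no effect and high inhibitor control for full effect; nearly all actives have a fitted effect of over 50% in size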
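Steps: plate 2000 CHO-M1 cells per well and culture 16–30 h; add compound and lithium; incubate 30 min, 37C; add d2-IP1 tracer and Eu cryptate anti-IP1 antibody in lysis buffer; read after 10 min at room temperature.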
GoLoco inh red: qHTS Assay for Inhibitors of RGS12 GoLoco Motif Activity (Red Fluorophore). Gai1:RGS12 GoLoco peptide FP, rhodamine, 10 min. Potency, µM (series often up to 61.6 µM), for inactives: at the highest dose activity, negative = inhibition, hits mostly inhibitors. Guanine nucleotide-binding protein G(i) subunit alpha-1 (Homo sapiens), P63096. 230,000 compounds, 0.44% hits; active means well fitted inhibition curve with a large enough effect, not every such curve was filed as active; inactive means no such curve, though single readings can be large or run the other way; further: on the % scale 0 is the no-effect control and ±100 the full control effect; nearly all actives have a fitted effect of over 30% in size; many of its hits are not listed in these tables
Target sequence (P63096 whole entry, looked up): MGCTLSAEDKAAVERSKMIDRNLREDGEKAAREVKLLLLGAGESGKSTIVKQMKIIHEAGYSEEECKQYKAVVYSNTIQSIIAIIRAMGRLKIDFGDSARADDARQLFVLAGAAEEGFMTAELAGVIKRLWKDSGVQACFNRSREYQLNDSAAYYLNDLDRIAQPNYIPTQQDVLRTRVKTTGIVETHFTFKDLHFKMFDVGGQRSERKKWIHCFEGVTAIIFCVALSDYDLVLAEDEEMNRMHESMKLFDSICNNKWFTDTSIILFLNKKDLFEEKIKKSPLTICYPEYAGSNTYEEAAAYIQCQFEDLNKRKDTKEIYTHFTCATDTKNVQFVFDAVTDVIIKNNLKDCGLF
HTT cytoprotect: qHTS Multiplex Assay to Identify Dual Action Probes in a Cell Model of Huntington: Cytoprotection (ATP) | PC12 HTT-Q103 induced, cytoprotection, ATP luminescence, 40 h | Potency, µM (highest dose often 56.4 µM), inactives show cytoprotection (ATP increase), hits mostly activators | 230,000 compounds, 0.14% hits | AID 1471, 2008;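 further: % of control where 0% means no effect; nearly all actives have a fitted effect of over 45% in size; toxic huntingtin expression switched on by the ecdysone agonist tebufenozide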
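Cells were plated at 1500 per well in phenol red-free DMEM with 5% equine and 5% calf serum. Tebufenozide (100 nM final) and compounds were added, then ATPlite reagent, and luminescence was read.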
Active calls of the source: *; ? = inconclusive; . = no result given; [ ] = remark or other dose. Unless noted, the call rests on the fitted dose curve; in most records, active means well fitted curve in the direction sought with a large enough effect; inconclusive means small, poorly fitted or top-dose-only effect, or another doubt; inactive means no such curve, though single readings can be large; an effect the other way counts as inactive or inconclusive. Potency means the concentration at half of the fitted maximal effect. This is a subset, so the mix of outcomes need not match the whole.

SMILES	HttQ103 aggreg	GAA inhib	aGlu spleen mod	GAA glycogen	IMPase Li cell	GoLoco inh red	HTT cytoprotect
C=CCN(Cc1nc(-c2ccc(OC)c(OC)c2)oc1C)C1CCS(=O)(=O)C1 (configuration not stated)	8%[9.22 µM]	11%	6%	-10%	6%	-4%	23%[10 µM]
Cc1nc2cncnc2n(C2CC2)c1=O	.	.	8%	.	9%	15%	?
COc1ccc(CCNS(=O)(=O)c2ccc3c(c2)OCCO3)cc1	-17%	-8%	-1%	-2%	25%[38.3 µM]	4%	5%
COCCCNC(=O)Cn1cc2c(n1)CCCCC2	8%	2%	-2%	7%	18%[38.3 µM]	-8%	3%[10 µM]
NC(=O)[C@@H]1CCCN1C(=O)[C@H](Cc1cnc[nH]1)NC(=O)[C@@H]1CCC(=O)N1	19%	.	.	.	.	2%	-7%
C=C(C)c1cccc(C(C)(C)NC(=O)N2CCCC(C(N)=O)C2)c1 (configuration not stated)	7%	-7%	0%	3%	-1%[38.3 µM]	9%	8%
O=c1cc(C(F)(F)F)nc(-c2ccccc2OC(F)(F)F)[nH]1	8%[9.22 µM]	-11%	-2%	8%	.	3%	22%[10 µM]
Cc1cc(N=Cc2c(O)ccc3ccccc23)no1	18%	-6%	5%	-10%	.	.	26%
COc1ccccc1-n1cnc2cc(NCc3ccco3)ccc21	-5%	-6%	2%	-25%	5%[38.3 µM]	-7%	-111%[inhibitor]
Cc1ccccc1-c1nccc(NCc2cccs2)n1	.	.	4%	.	27%	-8%	-293%[inhibitor]
c1ccc(COc2cccc(CNCc3ccccn3)c2)cc1	22%	14%	-3%	7%	17%	18%	-1%[10 µM]
O=C(O)CCn1ccnc1-c1ccccc1	-8%	-3%	-2%	2%	22%[38.3 µM]	6%	3%[10 µM]
COc1cc(OC)cc(-c2nc3ccccc3c(=O)n2OC(=O)c2ccc(Br)cc2)c1	-26%	-4%	-18%	3%	-5%	-4%	28%[10 µM]
O=C(Nc1cccc(Oc2ccc3c(c2)C(=O)NC3=O)c1)c1cccs1	?	-4%	-3%	-8%	9%	7%	-16%[10 µM]
Cc1csc(NC(=O)CSc2nnc(-c3ccoc3C)n2C(C)c2ccccc2)n1 (configuration not stated)	-17%[9.22 µM]	.	-3%	1%	.	3%	10%[10 µM]
Cc1ccc(N2CCN(CC(O)COc3cccc(C)c3)CC2)cc1 (configuration not stated)	-30%[9.22 µM]	.	0%	0%	.	2%	21%[10 µM]
O=C(CCN1C(=O)c2ccccc2C1=O)OCn1nnc2ccccc2c1=O	-10%	-12%	6%	0%	5%[38.3 µM]	-10%	-9%
COc1cc(OC)nc(Oc2ccccc2C(=O)Oc2ccc(F)cc2Cl)n1	-7%	-4%	0%	0%	9%[38.3 µM]	4%	4%
COc1ccc(C2(CNS(=O)(=O)c3ccc(C)cc3)CCOCC2)cc1	27%[9.22 µM]	.	-10%	-1%	.	2%	-6%[10 µM]
COc1ccc([N+](=O)[O-])cc1NC(=O)CCCOc1ccccc1	-17%	-4%	-10%	11%	6%	6%	24%[0.074 µM]
NC(=O)NC(CC(=O)NCCc1ccc(S(N)(=O)=O)cc1)c1ccc(Cl)cc1 (configuration not stated)	14%[9.22 µM]	.	-4%	5%	.	3%	7%[10 µM]
O=C(NNC(=O)c1cccc2ccccc12)c1ccco1	2%	-5%	-13%	-1%	6%[38.3 µM]	17%	-15%
CCOC(=O)c1ccc(NC(=O)c2cccc(C)c2[N+](=O)[O-])cc1	-10%[9.22 µM]	7%	-2%	-3%	3%	8%	2%[10 µM]
Cc1nc(Nc2cccc(C(F)(F)F)c2)nc2c1C(=O)CC(C)C2 (configuration not stated)	-7%	7%	-7%	1%	-1%[38.3 µM]	-2%	5%[10 µM]
NC1=NC(=Nc2cccc(S(=O)(=O)N3CCOCC3)c2)c2ccccc21	-5%[9.22 µM]	.	-2%	9%	.	5%	11%[10 µM]

Next part.
SMILES	HttQ103 aggreg	GAA inhib	aGlu spleen mod	GAA glycogen	IMPase Li cell	GoLoco inh red	HTT cytoprotect
OC[C@H]1O[C@@H](n2cnc3c(Nc4ccccc4)ncnc32)[C@H](O)[C@H]1O	.	.	0%	.	11%	7%	.
Cc1ccc(S(=O)(=O)NCCNC(=O)N2CCOCC2)cc1	-7%[9.22 µM]	4%	3%	6%	-7%[38.3 µM]	-1%	-22%[10 µM]
O=C(Oc1cccc2cccnc12)c1cccc([N+](=O)[O-])c1	-26%[9.22 µM]	10%	2%	5%	4%	11%	-47%[inhibitor][10 µM]
CCOC(=O)c1cn(Cc2ccc(Br)cc2)nn1	7%	6%	-6%	7%	1%	9%	-14%[10 µM]
O=C(CCc1ccccc1)n1nc(-c2ccccc2)nc1NCc1ccco1	25µM*	-6%	-3%	0%	11%	11%	6%[10 µM]
COc1cc(CC(=O)NCc2ccco2)cc(OC)c1OC	-9%	-7%	-5%	10%	14%[38.3 µM]	3%	0%
Cc1cc(=O)[nH]c(SCC2(O)C3CC4CC(C3)CC2C4)n1 (configuration not stated)	-10%	2%	-8%	-2%	9%[38.3 µM]	-4%	-20%[0.074 µM]
Cc1sc(NC(=O)c2ccco2)c(C(c2ccncc2)N2CCOCC2)c1C (configuration not stated)	-16%	-7%	-8%	-7%	-1%[38.3 µM]	0%	-20%
CCN(CC)S(=O)(=O)c1ccc(C)c(N=C=S)c1	24%	4%	8%	-10%	16%	-10%	-7%[10 µM]
Nc1cc(Oc2ccc(F)cc2F)cc([N+](=O)[O-])c1	-29%	-3%	0%	0%	13%	0%	?
CC(=O)c1cccc(NC(=O)c2ccc(N(Cc3ccccc3C)S(C)(=O)=O)cc2)c1	17%	-1%	3%	-7%	10%	7%	-16%[10 µM]
COCC(=O)N1CCC2(CC1)CN(c1cccc(-c3ccccc3)c1)C2	.	.	-6%	.	14%	1%	30%
COc1cccc(C(=O)Nc2cc(=O)n(C)c(=O)n2C)c1OC	6%	-10%[15.4 µM]	-1%	8%	7%[38.3 µM]	0%	-9%
O=C(CCN1C(=O)/C(=C/c2cccc(Br)c2)SC1=S)NNC(=O)c1cccnc1	-7%	?	-4%	9%	10%[38.3 µM]	-2%	15%
CCOC(=O)c1c(C)[nH]c(C(=O)OCC(=O)Nc2ccc(OC)c(Cl)c2)c1C	-26%	2%	-1%	8%	33%[activator][38.3 µM]	-10%	-32%
CCn1c(/C=C2\C(=O)N(C)c3ccccc32)nc2ccccc2c1=O	16%	-13%	3%	7%	9%[38.3 µM]	3%	-32%
CS(=O)(=O)C1=NSC2=NC(=O)/C(=C\c3cccn3-c3ccccc3Cl)C(=N)N21	6%	-6%	.	-6%	-4%	149%[activator]	-6%
Cc1ccc(C(C(=O)NCc2ccco2)N(C(=O)CNC(=O)c2cccs2)c2ccc(C)cc2C)cc1 (configuration not stated)	31%	1%	-5%	13%	-3%[38.3 µM]	5%	-61%[inhibitor]
COc1cc(C(=O)Nc2cc(C(F)(F)F)ccc2N2CCOCC2)ccc1O	32%	-4%	6%	11%	-12%	2%	.
O=c1oc2ccc(Br)cc2cc1-c1nc2ccccc2o1	7%	-1%	-7%	-10%	-15%[38.3 µM]	7%	1%
O=C(NCCCn1ccnc1)c1cc2c(s1)CCCCC2	-11%	?	-4%	4%	5%[38.3 µM]	2%	4%
COc1ccc(C(=O)c2oc3ccc(Br)cc3c2NC(C)=O)cc1	14%	5%	3%	0%	?	-8%	-7%
COC(=O)NC(c1ccccc1)c1c[nH]c2ccccc12 (configuration not stated)	.	.	-4%	.	2%	7%	11%
Cc1cc(N)n(-c2cc(C)c3ccccc3n2)n1	1%	5%	2%	-3%	2%	1%	-51%[inhibitor][10 µM]
COc1ccc2nc(NCCCO)[nH]c2c1	3%	0%	5%	2%	12%	-8%	18%[10 µM]
COc1ccccc1-c1cc(C(F)(F)F)nc(S(=O)(=O)CCCC(=O)NC(C)C)n1	-17%[9.22 µM]	-4%	-2%	2%	6%[38.3 µM]	-12%	-108%[inhibitor]
Cc1cc(OC(=O)N2CCCCC2)cc(C)c1Cl	-6%	0%	-16%	2%	-1%[38.3 µM]	9%	10%

Sorted by molecular weight (descending): 9 of the compounds above
SMILES	HttQ103 aggreg	GAA inhib	aGlu spleen mod	GAA glycogen	IMPase Li cell	GoLoco inh red	HTT cytoprotect
CC(=O)c1cccc(NC(=O)c2ccc(N(Cc3ccccc3C)S(C)(=O)=O)cc2)c1	17%	-1%	3%	-7%	10%	7%	-16%[10 µM]
COc1cc(OC)nc(Oc2ccccc2C(=O)Oc2ccc(F)cc2Cl)n1	-7%	-4%	0%	0%	9%[38.3 µM]	4%	4%
COc1cc(C(=O)Nc2cc(C(F)(F)F)ccc2N2CCOCC2)ccc1O	32%	-4%	6%	11%	-12%	2%	.
COc1ccc(C(=O)c2oc3ccc(Br)cc3c2NC(C)=O)cc1	14%	5%	3%	0%	?	-8%	-7%
O=C(Oc1cccc2cccnc12)c1cccc([N+](=O)[O-])c1	-26%[9.22 µM]	10%	2%	5%	4%	11%	-47%[inhibitor][10 µM]
O=C(NNC(=O)c1cccc2ccccc12)c1ccco1	2%	-5%	-13%	-1%	6%[38.3 µM]	17%	-15%
Cc1cc(N=Cc2c(O)ccc3ccccc23)no1	18%	-6%	5%	-10%	.	.	26%
Cc1cc(N)n(-c2cc(C)c3ccccc3n2)n1	1%	5%	2%	-3%	2%	1%	-51%[inhibitor][10 µM]
COc1ccc2nc(NCCCO)[nH]c2c1	3%	0%	5%	2%	12%	-8%	18%[10 µM]

Two of the compounds above, comma-delimited.
SMILES,HttQ103 aggreg,GAA inhib,aGlu spleen mod,GAA glycogen,IMPase Li cell,GoLoco inh red,HTT cytoprotect
Cc1cc(N=Cc2c(O)ccc3ccccc23)no1,18%,-6%,5%,-10%,.,.,26%
Cc1ccccc1-c1nccc(NCc2cccs2)n1,.,.,4%,.,27%,-8%,-293%[inhibitor]
